TTR transcr act = increases transthyretin transcription; SH-SY5Y TTR promoter Gaussia luciferase, luminescence; 100% = recombinant luciferase protein wells; AID 1117267; activation, % at 16.7 µM; hit rate 1.3% among 92,000;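 active means activation above the mean of all tested compounds plus 3 SD, cut at about 9.5% in these data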;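 further: cells exposed to compounds for one day before reading; 0% = median of all test compound wells on the plate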
Numbers without * were called inactive.

SMILES | TTR transcr act
CC(O)CC(=O)O (stereo not given) | 0.7
CCCOC(=O)c1ccc(O)cc1 | -0.1
Cc1[nH]c2ccccc2c1/C=N/NC(N)=S | -2.3
O=C1Cc2c([nH]c3ccc([N+](=O)[O-])cc23)-c2ccccc2N1 | 2.4
O=C(Nc1ccc(C(=O)O)c(O)c1)c1ccccc1 | -0.3
COC(c1ccccc1)(c1ccccc1)C(Oc1nc(C)cc(C)n1)C(=O)O (stereo not given) | -3.1
Cc1cc(C)cc(OCC2CNC(=O)O2)c1 (stereo not given) | 0.1

Copied from above (3 entries):
SMILES | TTR transcr act
CC(O)CC(=O)O (stereo not given) | 0.7
CCCOC(=O)c1ccc(O)cc1 | -0.1
Cc1[nH]c2ccccc2c1/C=N/NC(N)=S | -2.3

These rows are one share of the data; count on the stated rates, not on these rows.
